High-throughput results: PubChem BioAssay, several laboratories
NPY Y1 blocker – blocks the human neuropeptide Y Y1 receptor. P25929. HEK293-CNG Y1 cells, membrane potential fluorescence; NPY at EC95, then isoproterenol. inhibition, % at 3.6 µM. actives 1% (n = 200,000);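 active means inhibition above the campaign mean inhibition of all tested compounds plus 3 SD, cut at about 20% in these data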;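 further: 0% = DMSO wells given NPY plus isoproterenol and 100% = isoproterenol alone without NPY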
Target sequence (P25929 whole entry, looked up): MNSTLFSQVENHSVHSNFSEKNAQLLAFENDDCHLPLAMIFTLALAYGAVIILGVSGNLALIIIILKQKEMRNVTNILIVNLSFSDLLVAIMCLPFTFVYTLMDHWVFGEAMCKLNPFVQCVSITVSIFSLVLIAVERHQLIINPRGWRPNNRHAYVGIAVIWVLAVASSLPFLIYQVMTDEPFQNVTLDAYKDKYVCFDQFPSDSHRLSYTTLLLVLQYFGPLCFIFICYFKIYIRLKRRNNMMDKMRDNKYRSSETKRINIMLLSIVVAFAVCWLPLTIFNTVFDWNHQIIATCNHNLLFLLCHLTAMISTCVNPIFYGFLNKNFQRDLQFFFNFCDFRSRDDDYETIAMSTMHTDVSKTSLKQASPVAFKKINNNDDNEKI
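System: HEK293 cells with Y1 receptor plus CNG channel / Probe or stimulus: NPY 25 nM then isoproterenol 1 µM plus Ro 20-1724 25 µM / Compound: one concentration, 3.6 µM, in 0.4% DMSO / Schedule: compound incubation 1 h at room temperature, readout 45 min post-stimulation / Measured by: membrane potential fluorescence / Read-out: % inhibition of NPY effect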
NPY-Y2 PAM-ag – potentiators or agonists of human neuropeptide Y receptor Y2. actives 0.45% (n = 220,000). cells expressing NPY-Y2, potentiator/agonist read-out. P49146. activation, % at 3.6 µM; in the data active means activation above about 27%;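 further: cells stimulated with NPY near EC25 plus isoproterenol at EC100; 0% = vehicle plus submaximal agonist and 100% = vehicle plus saturating agonist; some results beyond the cut were filed as inactive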
PGE2 EP2 inh – inhibitors of human EP2 prostaglandin E2 receptor | AID 1422 | actives 0.52% (n = 260,000) | C6 glioma cells expressing human EP2, cAMP TR-FRET; cells stimulated with saturating PGE2 | inhibition, % at 25 µM;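 active means percent inhibition above 40 after rounding to a whole number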;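 further: rat C6 glioma host cells with rolipram phosphodiesterase inhibitor present; the protocol text gives 20 µM as final concentration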
Target sequence (P43116 whole entry, looked up): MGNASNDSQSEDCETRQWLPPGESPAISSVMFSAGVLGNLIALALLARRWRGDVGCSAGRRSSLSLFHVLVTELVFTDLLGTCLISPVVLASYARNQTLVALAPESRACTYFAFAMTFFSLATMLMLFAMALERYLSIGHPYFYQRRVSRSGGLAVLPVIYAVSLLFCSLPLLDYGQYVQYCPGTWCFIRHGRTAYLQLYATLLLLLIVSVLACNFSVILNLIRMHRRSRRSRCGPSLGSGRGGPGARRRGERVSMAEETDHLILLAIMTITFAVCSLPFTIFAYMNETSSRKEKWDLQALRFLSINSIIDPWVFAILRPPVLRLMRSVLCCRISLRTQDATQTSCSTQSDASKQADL
eIF4E-4G inh – eIF4E/eIF4G interaction inhibition in translation initiation; actives 0.37% (n = 220,000); P63073+Q04637; AID 782; inhibition, % at 21.7 µM; TR-FRET eIF4E-eIF4GI(517-606) binding, 2 h;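 active means inhibition above about 30%, limit read from the data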;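 further: 0% = full FRET control wells and 100% = background wells lacking eIF4GI fragment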
p97 inhibitor – blocks human p97 ATPase activity | P55072 | recombinant p97 ATPase, Kinase-Glo ATP luminescence, 3 h | inhibition, % at 8 µM | actives 0.42% (n = 220,000) | AID 1481; in the data active means inhibition above about 15%;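 further: 0% = DMSO vehicle and 100% = wells lacking enzyme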
NPY-Y1 PAM-ag – potentiates or activates human NPY-Y1 receptor; P25929; NPY-Y1 expressing cells, potentiator/agonist activation; activation, % at 3.6 µM; actives 0.37% (n = 220,000); AID 1304; in the data active means activation above about 33%, passing the limit was not always enough;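 further: cells stimulated with NPY at EC10 then isoproterenol at EC100; 0% = low agonist plus stimulus and 100% = saturating agonist plus stimulus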
EP2 modulator – modulates human prostaglandin E2 receptor EP2 signaling; EP2-expressing cells, cAMP HTRF FRET, PGE2 co-stimulation; induction, % at 25 µM; P43116; actives 0.83% (n = 260,000);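 active means compounds whose cAMP rise, as percent of the full-agonist control response, exceeds 60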;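 further: rat C6 glioma line stably carrying human EP2 under a CMV promoter; the protocol text gives 20 µM as final concentration; 100% = response of wells given 1 µM PGE2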
S1P4 ag – activates the human S1P4 receptor. O95977. actives 0.35% (n = 220,000). activation, % at 4.98 µM. S1P4-expressing cell line, agonist reporter assay; in the data active means activation above about 11%;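 further: 0% = DMSO vehicle and 100% = reference agonist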
S1P4 antag – antagonists of human S1P4 receptor. S1P4-expressing cells, antagonist mode, reporter read-out. O95977. inhibition, % at 4.98 µM. actives 0.26% (n = 220,000). AID 1510; in the data active means inhibition above about 29%;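 further: 0% = wells stimulated with agonist and 100% = vehicle wells without agonist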
Numbers without * were called inactive; nt = not tested or not shown; & = joins results of further samples; [ ] = dose if it differs, or a comment. These rows are one share of the data; rates above refer to the full screens.

SMILES	NPY Y1 blocker	NPY-Y2 PAM-ag	PGE2 EP2 inh	eIF4E-4G inh	p97 inhibitor	NPY-Y1 PAM-ag	EP2 modulator	S1P4 ag	S1P4 antag
O=C(CSCc1ccc(Cl)cc1)N/N=C/c1ccco1	5	4	8	-1	2	7	-34	-0.9	-5
COCC(C)n1c(C)cc(C(=O)CSc2nnc(Nc3ccccc3F)s2)c1C (stereo not given)	8	2	21	-1	-2	0	-7	-0.5	-28
CCN(CC)C(=O)COC(=O)c1cc(-c2ccc(OC)cc2)nc2ccccc12	8	-2	16	3	-10	-24	-1	-2.5	-5
CN1CCN(C(=O)/C=C/c2cn(-c3ccccc3)nc2-c2ccc3c(c2)OCCO3)CC1	2	-8	22	-1	-1	-12	-24	0.4	-3
S=c1[nH]nc2n1CCCN2	nt	-4	9	3	4	7	11	0.3	9
Cc1ccc(S(=O)(=O)N2CCN(CC(=O)N/N=C\c3ccc(Cl)c([N+](=O)[O-])c3)CC2)cc1	-4	27*	11	1	5	22	-15	2.2	-14
COc1ccc(C2Nc3ccccc3C(=O)N2Cc2ccco2)cc1CN1C(=O)c2ccccc2C1=O (stereo not given)	-4&-2	-9&12	7&3	-12&0	7&8	30&7	8&-8	-0.6&0.9	-6&-6
COC(=O)CCSCC(=O)Nc1ccc(S(=O)(=O)N2CCOCC2)cc1OC	nt	-1	7	-4	2	17	19	1.4	11
COc1cccc(NC(=O)c2ccc(NC(=O)C3CC(=O)OC34CCCCC4)cc2)c1 (stereo not given)	-7	15	5	-2	-1	24	-22	1.5	2
N#CC1=C(N)C2=CCCC[C@H]2[C@H](c2ccc(Br)cc2)C1(C#N)C#N	1	3	3	2	4	-12	7	-2.0	-16
O=C(N/N=C/c1ccc(O)cc1)c1csc2c1CCCC2	1	-11	10	1[fluorescence artefact?]	5	-1	-6	1.7	-10
Cc1cc(O)c(C=Nc2cccc(Cl)c2)c(=O)o1	-1	2	9	5	4	-3	0	-1.4	10
COC(=O)c1ccc(N2C(=O)Nc3ccccc3N2O)cc1	-3	0	7	-2	5	16	7	-0.6	1
CCOc1ccc(OCC)c(S(=O)(=O)NNC(=O)c2c(C)nc3ccccn23)c1	5	10	6	1	5	9	24	0.4	-2
O=C(COc1ccc(Br)cc1)Nc1nnc(-c2cccnc2)s1	nt	-3	10	5	-1	-11	-13	-1.5	21
CC1CCN(C(=O)COC(=O)CCc2c[nH]c3ccccc23)CC1	6	-16	8	2	1	-30	-58	0.5	-28
O=C(Oc1coc(CSc2ncccn2)cc1=O)c1ccc(Br)o1	2	9	4	1	4	5	25	-0.1	-18
CCCc1nc2ccc([N+](=O)[O-])cc2[nH]1	1	7	9	2	2	4	-9	0.3	-5
Cc1ccc(NC(=O)Nc2ccccc2C(=O)NCc2ccccc2)cc1	8	-3	18	-1	1	-24	3	-1.3	5
O=C(O)c1cc(-c2ccc(/C=N/N3C(=O)C4C5C=CC(C6CC56)C4C3=O)o2)ccc1Cl (stereo not given)	-3	2	6	1	9	14	2	0.2	-10

Look-ups from above:
For NPY-Y1 PAM-ag, Cc1ccc(NC(=O)Nc2ccccc2C(=O)NCc2ccccc2)cc1 reads -24
For NPY-Y2 PAM-ag, S=c1[nH]nc2n1CCCN2 reads -4
For EP2 modulator, CCN(CC)C(=O)COC(=O)c1cc(-c2ccc(OC)cc2)nc2ccccc12 reads -1
For NPY-Y1 PAM-ag, COc1ccc(C2Nc3ccccc3C(=O)N2Cc2ccco2)cc1CN1C(=O)c2ccccc2C1=O (stereo not given) reads 30&7

The listing continues:
SMILES	NPY Y1 blocker	NPY-Y2 PAM-ag	PGE2 EP2 inh	eIF4E-4G inh	p97 inhibitor	NPY-Y1 PAM-ag	EP2 modulator	S1P4 ag	S1P4 antag
COc1ccccc1N1CCN(CC(=O)NCCc2ccc(S(N)(=O)=O)cc2)CC1	1	-3	2	1	4	16	15	0.8	-5
CCCC(=O)Nc1cc(-c2nn(C)c(=O)c3ccccc23)ccc1N1CCOCC1	1	5	26	-1	-2	4	13	0.8	2
COC(=O)N/N=C/c1ccc(-c2ccc(Cl)cc2Cl)o1	nt	-35	8	-2	2	-27	-8	-1.6	-5
COc1ccc(CNc2cc(C)nc3ncnn23)c(OC)c1	-7	15	5	-8[fluorescence artefact?]	5	2	-14	0.3	0
CC(/C=N/NC(=O)c1ccc(Br)cc1)=C\c1ccccc1	0	-11	4	-33	3	-8	-3	-0.5	-23
O=c1c2[nH]c3ccc(F)cc3c2nc2n1CCS2	0	-4	4	-2	-5	-20	-52	1.4	-10
CC(CN1CCCCC1)C(=O)NNC(=O)C12CC3CC(CC(C3)C1)C2 (stereo not given)	-1	6	4	-7	7	7	-8	1.1	-14
COc1ccc(Cl)cc1NC(=O)C1CCCO1 (stereo not given)	2	-9	17	6	7	14	2	-0.2	1
CCOC(=O)C1(CCc2ccccc2)CCN(C(=O)c2cccc(C)n2)CC1	3	8	7	1	0	-1	8	2.2	-15
CCCn1c(=O)c(-c2nc3ccccc3[nH]2)c(O)c2ccccc21	0	-1	4	6	-1	2	20	0.9	-20
Cc1ccc(CSc2nc3ccsc3c(=O)n2Cc2ccccn2)cc1	14	-12	8	6[fluorescence artefact?]	-3	3	40	2.5	-18
COc1ccc(NC(=O)COC(=O)/C=C/c2ccccc2[N+](=O)[O-])cc1	1	-1	6	13[fluorescence artefact?]	1	-6	30	-0.3	-13
CCN(c1ccccc1)S(=O)(=O)c1ccc(F)cc1	6	-7	0	3	-7	5	43	-0.5	2
CCc1nc2c(n1O)CCc1nonc1-2	1	2	12	3	2	8	18	2.1	-13
CCCCn1c(=O)[nH]c(=O)c2c(C(=O)OCC)cc(-c3cccs3)nc21	11	4	8	3	2	3	22	0.9	-9
COc1cccc(NC(=O)CN(C)C(=O)/C=C/c2cc(OC)ccc2OC)c1	2	-12	7	4	-1	-14	2	1.6	-25
Cc1cccc(C)c1NC1=C(Cl)C(=O)OC1OC(=O)c1ccccc1 (stereo not given)	6	-18	7	6	-1	-40	18	1.6	-11
CCC(CC)c1nnc(NC(=O)c2cccnc2SC)s1	4	-1	6	-1	0	-11	13	1.4	-15
COc1ccc(N(CC(=O)NCc2ccco2)S(C)(=O)=O)cc1	1	1	9	-6	5	8	-4	-2.6	-4
NC(=S)N/N=C/c1ccc(-c2cc(Cl)cc(Cl)c2)o1	2	6	6	0	4	17	6	-2.5	3

3 compounds from above, sorted by the number in S1P4 antag, rising.
structure	S1P4 antag
COc1ccc(NC(=O)COC(=O)/C=C/c2ccccc2[N+](=O)[O-])cc1	-13
COc1ccc(N(CC(=O)NCc2ccco2)S(C)(=O)=O)cc1	-4
COc1ccc(CNc2cc(C)nc3ncnn23)c(OC)c1	0

New compounds follow
SMILES	NPY Y1 blocker	NPY-Y2 PAM-ag	PGE2 EP2 inh	eIF4E-4G inh	p97 inhibitor	NPY-Y1 PAM-ag	EP2 modulator	S1P4 ag	S1P4 antag
CCCCCC(=O)N1CC2(CC(c3cccc(NC(=O)c4ccccc4)c3)=NO2)C[C@@H]1C(N)=O (stereo not given in full)	-1	-11	3	-3	0	-6	-6	-1.5	0
O=C(CSc1nc(-c2ccccc2)cs1)N1CCN(C(=O)c2ccco2)CC1	4	-11	9	-2	-1	-22	-20	0.5	-10
Cc1sc2c3ccsc3ccc2[n+]1C	1	3	0	0	4	10	12	1.9	12
O=[N+]([O-])c1cc(Cl)ccc1NCCNS(=O)(=O)c1ccccc1	-4	10	9	3	-4	-2	-1	1.3	9
COc1ccc(-c2ccc(-c3nnc(-c4cc(OC)ccc4OC)o3)cc2)cc1	-4	3	13	-11	0	4	19&36	0.6	-6
O=C(Nc1nccs1)c1ccc(Cl)c(S(=O)(=O)N2CCCCC2)c1	0	-2	5	-6	-1	6	-8	2.6	11
COc1ccc(C(=O)/C=C/c2ccc(O)cc2)c(O)c1CC=C(C)C	3	-3	16	6	6	-21	31	1.0	14
CC(C)CCC(C)NC(=O)c1ccc2nccnc2c1 (stereo not given)	-2	9	7	9	7	15	-12	-2.4	-9
O=C(CCc1ccccc1)N/N=C/c1cccc(O)c1	1	5	10	-1	6	14	-58	2.0	3
Cn1c(=O)cc(SCC(=O)NCCC2=CCCCC2)c2cc(Cl)ccc21	-5	5	9	20	2	8	-29	0.7	-2
CCCCCC(=O)NNC(=S)NC(=O)c1ccccc1[N+](=O)[O-]	-3	-7	5	-2	3	-11	21	-0.3	2
CCN(CC)C(=O)c1cn(CCC#N)nc1-c1ccc(F)cc1	-1	7	7	1	1	18	16	-0.1	0
Cc1nc2ccccc2c2oc(C(=O)NC3CC3)cc12	0	5	10	2	4	-1	14	0.1	-8
Cn1c(=O)c2ncn(CC(=O)Nc3nc(-c4ccc(Cl)cc4)cs3)c2n(C)c1=O	2	-2	10	5	4	16	-56	0.1	14
CC(c1ccccc1)N(CCC(c1ccccc1)C1CCOC(C)(C)C1)C(=O)c1ccco1 (stereo not given)	16	-18	3	4	-8	-52	-5	2.5	1
CCOC(=O)C1=C(C)Nc2nnnn2C1c1c[nH]c2ccccc12 (stereo not given)	-10	5	6	1	-1	19	36	-1.9	-10
O=C(CN1CCCCCC1=O)OCc1ncc(-c2ccccc2)o1	2	13	3	5	8	-11	3	0.8	-7
CCCn1ncc(CN2CCC(CO)(Cc3ccc(OC)cc3)CC2)c1C	0	12	8	2	4	0	-10	1.9	2
CC(C)OC(=O)c1ccc(NC(=O)C2C3CC4OC(=O)C2C4C3)cc1 (stereo not given)	2	2	9	0	5	2	16	-0.1	1
Cc1ccc(-n2c(C)cc(C(=O)COc3cccnc3[N+](=O)[O-])c2C)cc1	-2	0	3	0	-8	-20	19	-1.8	-9
O=C(NCc1ccccc1)c1ccc2nnsc2c1	nt	0	11	4	2	-11	-27	0.9	-6
N=C1C(c2nc3ccccc3s2)=C(O)CN1Cc1ccccc1	-2	-9	10	3	-1	-31	-47	0.4	-1
COc1ccc2c(c1OC)CCC2=O	1	6	2	-3	6	-7	32	4.3	3
CCOC(=O)c1nccnc1C(=O)Nc1cccc(C(F)(F)F)c1	-2	10	11	7	1	-8	8	-0.6	6
c1ccc(C2CC(c3cccs3)Nc3nnnn32)cc1 (stereo not given)	0	-5	8	3	6	8	18	0.9	9
COc1cccc(/C=C/C(=O)NNC(=O)CCN2CCN(Cc3ccccc3)CC2)c1	nt	-8	10	-5	-1	-14	14	0.0	-11
CC(C)c1ccccc1-n1c(SCc2cc(=O)oc3ccc4ccccc4c23)nnc1-c1cccnc1	4	-12	9	-5	0	-1	19	-0.5	-7
O=[N+]([O-])c1ccccc1Nc1c2ccccc2nc2ccccc12	-8	49*	6	-1	4	50*	15	1.6	0
COc1cc(OC)c(OC)cc1CN(C)C(c1ccccc1)c1nnnn1-c1ccccc1C (stereo not given)	10	-6	4	5	-10	-16	30	-2.4	6
Cc1ccc(S(=O)(=O)N2CCN(c3ccc(C(F)(F)F)cc3[N+](=O)[O-])CC2)cc1	-7	-9	9	7	-3	1	19	-0.1	-8
CCOC(=O)C1(c2nc(N)cs2)COC(=O)C1 (stereo not given)	-1	1	2	-3	2	15	14	2.3	-15
COc1cccc(Cn2cnc3c(N)c(C)c(C)cc32)c1	-1	4	1	3	-4	-9	-32	0.0	-18
COc1ccc(C2C(C(=O)NCc3ccco3)CCC(=O)N2c2ccc(OC)cc2)cc1 (stereo not given)	0	-8	6	-1	-6	-25	5	1.1	-25
O=C(N/N=C/c1ccc2c(c1)OCO2)C(O)c1ccccc1 (stereo not given)	-6	1	4	25	7	7	-10	1.8	-16
Cc1cccc(NC(=S)NC(=O)/C=C/c2ccco2)c1	7	-36	22&5	1	-2	-15	-52&-28	0.0	-3
